Compound activity as filed in PubChem.
CCR6 antag = blocks CCL20-driven beta-arrestin recruitment at human CCR6; AID 493098; CHO-K1 CCR6 PathHunter beta-arrestin, luminescence, CCL20-stimulated; hit rate 0.49% among 340,000; inhibition, % at 20 µM;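 active = compounds whose inhibition of the agonist-driven luminescence signal at 20 µM reaches about 50%, limit read from the data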;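 note: cells stimulated with CCL20 at 14 nM final; plate controls were DMSO with CCL20 for no effect and DMSO without agonist for full effect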
Target sequence (P51684 whole entry, looked up): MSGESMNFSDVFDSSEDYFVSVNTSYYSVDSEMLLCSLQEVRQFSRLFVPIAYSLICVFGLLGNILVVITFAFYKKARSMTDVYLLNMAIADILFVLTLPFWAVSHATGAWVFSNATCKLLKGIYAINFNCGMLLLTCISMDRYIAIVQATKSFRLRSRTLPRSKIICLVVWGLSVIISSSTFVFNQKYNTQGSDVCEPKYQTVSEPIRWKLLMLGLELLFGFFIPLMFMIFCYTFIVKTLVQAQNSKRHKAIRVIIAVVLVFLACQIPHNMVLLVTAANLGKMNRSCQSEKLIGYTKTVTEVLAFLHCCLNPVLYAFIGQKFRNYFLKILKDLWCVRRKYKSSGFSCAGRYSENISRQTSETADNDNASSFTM
EBI2 block = blocks human EBI2 receptor beta-arrestin signaling | inhibition, % at 5 µM | hit rate 0.81% among 360,000 | AID 651636 | EBI2 beta-arrestin recruitment, luminescence, 7a,25-OHC stimulated | P32249; in the data active = inhibition above about 38%;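 note: enzyme fragment complementation signal reports receptor beta-arrestin coupling in cells; 0% = agonist plus DMSO wells and 100% = wells without agonist; some results beyond the cut were filed as inactive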
Jurkat NFkB inh = inhibitors of the PMA/ionomycin-induced NF-kB reporter in Jurkat cells | inhibition, % at 4 µM | PMA/ionomycin-induced NF-kB luciferase reporter, luminescence | hit rate 0.53% among 330,000
Apaf-1 inh = human Apaf-1 inhibition; reconstituted apoptosome caspase-3 activity, DEVD-Rh110 fluorescence; inhibition, % at 20 µM; hit rate 0.71% among 330,000; active = inhibition of at least 40% at 20 µM;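 note: plate controls were DMSO wells for no effect and DEVD-CHO caspase inhibitor wells for full effect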
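Material: biochemical Apaf-1 apoptosome reconstitution. Medium: Hepes buffer, pH 7.5. Also added: cytochrome c activation, bis-DEVD rhodamine 110 substrate. Timing: 30 min compound preincubation, 50 min activation, room temperature. Measured by: rhodamine 110 fluorescence at Ex 480/Em 540 nm.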
UBC13 inh = inhibitors of human UBC13 polyubiquitin chain formation | P61088 | hit rate 0.47% among 330,000 | inhibition, % at 20 µM | AID 485273 | TR-FRET; in the data active = inhibition above about 45%, passing the limit was not always enough
Target sequence (P61088 whole entry, looked up): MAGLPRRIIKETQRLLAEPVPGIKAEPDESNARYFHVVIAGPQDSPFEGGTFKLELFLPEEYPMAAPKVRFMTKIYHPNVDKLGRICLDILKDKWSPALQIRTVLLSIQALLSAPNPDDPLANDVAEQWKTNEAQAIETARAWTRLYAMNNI
Gli-Sufu antag = Gli-Sufu pathway antagonism; Sufu-KO-LIGHT fibroblasts, Gli luciferase reporter luminescence; inhibition, % at 5 µM; hit rate 0.74% among 340,000;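 active = inhibition above about 55%, limit read from the data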;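 note: 0% = DMSO-treated cells and 100% = wells with medium but no cells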
697 NFkB inh = inhibitors of the PMA/ionomycin-induced NF-kB reporter in 697 B cells; 697 B-cell NF-kB luciferase reporter, 16 h; inhibition, % at 4 µM; hit rate 0.33% among 330,000; in the data active = inhibition above about 35%
SENP8 inh = inhibitors of human SENP8 protease | purified SENP8, Z-RLRGG-aminoluciferin cleavage, luminescence | AID 2540 | hit rate 1.2% among 330,000 | inhibition, % at 10 µM
Target sequence (Q96LD8 whole entry, looked up): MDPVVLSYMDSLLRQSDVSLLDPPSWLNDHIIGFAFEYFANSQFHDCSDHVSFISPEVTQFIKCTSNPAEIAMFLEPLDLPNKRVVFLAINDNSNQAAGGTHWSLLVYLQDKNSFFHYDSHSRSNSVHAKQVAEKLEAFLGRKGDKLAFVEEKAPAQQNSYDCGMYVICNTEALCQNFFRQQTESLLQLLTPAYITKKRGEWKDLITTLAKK
Numbers without * were called inactive. Cut-off read from the data, not from the text of the source, unless noted: active = inhibition above about 50%; inactive = the rest. A portion of the library; the hit share may differ from the screen's.

What do the screens show for `CC(C)[C@@H]1NC(=O)c2cc([N+](=O)[O-])cc(I)c2NCCC[C@@H](C(N)=O)NC(=O)[C@H](CO)NC1=O`?
CCR6 antag: 5; Jurkat NFkB inh: 15; Apaf-1 inh: -4; UBC13 inh: -5; Gli-Sufu antag: 4; 697 NFkB inh: 22; SENP8 inh: 3

Results for N=C1/C(=C\c2ccc(-c3cc(Cl)cc(Cl)c3)o2)C(=O)N=C2SC=C(c3ccccc3)N12 ?
CCR6 antag: 35; EBI2 block: 17; Jurkat NFkB inh: -21; Apaf-1 inh: 3; UBC13 inh: -26; Gli-Sufu antag: 10; 697 NFkB inh: -25; SENP8 inh: 8

What do the screens show for `COc1cc(NC(=O)c2cccc(C)c2)c(OC)cc1NC(=O)CN1CCCCC1`?
CCR6 antag: 3; EBI2 block: 3; Jurkat NFkB inh: -3; Apaf-1 inh: 11; UBC13 inh: 3; Gli-Sufu antag: 10; 697 NFkB inh: -12; SENP8 inh: 1

How did Cc1cc(C(=O)N/N=C2\CCCC(=O)C2)c2ccccc2n1 do in these assays?
CCR6 antag: 9; EBI2 block: -2; Jurkat NFkB inh: 0; Apaf-1 inh: 7; UBC13 inh: -9; Gli-Sufu antag: 1; 697 NFkB inh: 10; SENP8 inh: 6

What do the screens show for `COc1cc(NC(=O)c2ccc(OCc3c(C)noc3C)c(OC)c2)cc(OC)c1`?
CCR6 antag: 20; EBI2 block: 9; Jurkat NFkB inh: -15; Apaf-1 inh: -2; UBC13 inh: 12; Gli-Sufu antag: 3; 697 NFkB inh: 16; SENP8 inh: -7

Results for COc1ccc(NC(=O)CSc2nnc(C3CCCCC3)n2-c2ccccc2)cc1 ?
CCR6 antag: 21; EBI2 block: 5; Jurkat NFkB inh: -30; Apaf-1 inh: 17; UBC13 inh: -2; Gli-Sufu antag: 10; 697 NFkB inh: -40; SENP8 inh: -7

What do the screens show for `COCCNC(=S)NNC(=O)CSCc1ccc(Cl)cc1Cl`?
CCR6 antag: 14; EBI2 block: 4; Jurkat NFkB inh: 3; Apaf-1 inh: -3; UBC13 inh: 4; Gli-Sufu antag: 1; 697 NFkB inh: 5; SENP8 inh: -1

Results for CCOC(=O)N1CCC(NC(=O)C2CCCN(C(=O)c3cc4sccc4n3C)C2)CC1 (stereo not drawn) ?
CCR6 antag: 3; EBI2 block: 4; Jurkat NFkB inh: 9; Apaf-1 inh: -13; UBC13 inh: -2; Gli-Sufu antag: 4; 697 NFkB inh: 8; SENP8 inh: -2

What do the screens show for `CCOC(=O)C1C(=O)C=C(c2cccc(NS(C)(=O)=O)c2)CC1c1ccco1` (stereo not drawn)?
CCR6 antag: 14; EBI2 block: 3; Jurkat NFkB inh: 8; Apaf-1 inh: 4; UBC13 inh: -2; Gli-Sufu antag: 9; 697 NFkB inh: 14; SENP8 inh: 0

What do the screens show for `O=C(/C=C/c1ccc(F)cc1)NC(=S)NNC(=O)c1cccnc1`?
CCR6 antag: 17; EBI2 block: -8; Jurkat NFkB inh: -1; Apaf-1 inh: 1; UBC13 inh: -11; Gli-Sufu antag: -3; 697 NFkB inh: 0; SENP8 inh: 5

How did COc1ccc(S(=O)(=O)N2CCOC23CCN(S(=O)(=O)c2cc(F)ccc2F)CC3)cc1 do in these assays?
CCR6 antag: 3; EBI2 block: 6; Jurkat NFkB inh: -4; Apaf-1 inh: 16; UBC13 inh: -3; Gli-Sufu antag: 0; 697 NFkB inh: -5; SENP8 inh: 1

Results for Cc1csc2nc(COC(=O)c3ccc(Cl)c([N+](=O)[O-])c3)cc(=O)n12 ?
CCR6 antag: 19; EBI2 block: 9; Jurkat NFkB inh: 53*; Apaf-1 inh: -7; UBC13 inh: -5; Gli-Sufu antag: -13; 697 NFkB inh: 24; SENP8 inh: 13

Continued (3 carried over from the part before).
What do the screens show for `O=C(/C=C/c1ccc(F)cc1)NC(=S)NNC(=O)c1cccnc1`?
CCR6 antag: 17; EBI2 block: -8; Jurkat NFkB inh: -1; Apaf-1 inh: 1; UBC13 inh: -11; Gli-Sufu antag: -3; 697 NFkB inh: 0; SENP8 inh: 5

How did COc1ccc(S(=O)(=O)N2CCOC23CCN(S(=O)(=O)c2cc(F)ccc2F)CC3)cc1 do in these assays?
CCR6 antag: 3; EBI2 block: 6; Jurkat NFkB inh: -4; Apaf-1 inh: 16; UBC13 inh: -3; Gli-Sufu antag: 0; 697 NFkB inh: -5; SENP8 inh: 1

Results for Cc1csc2nc(COC(=O)c3ccc(Cl)c([N+](=O)[O-])c3)cc(=O)n12 ?
CCR6 antag: 19; EBI2 block: 9; Jurkat NFkB inh: 53*; Apaf-1 inh: -7; UBC13 inh: -5; Gli-Sufu antag: -13; 697 NFkB inh: 24; SENP8 inh: 13

How did CCOC(=O)C1(CCc2ccccc2)CCN(Cc2ccccn2)CC1 do in these assays?
CCR6 antag: 11; EBI2 block: -54; Jurkat NFkB inh: -2; Apaf-1 inh: 0; UBC13 inh: 4; Gli-Sufu antag: 19; 697 NFkB inh: -3; SENP8 inh: 0

What do the screens show for `CN(C(=O)Nc1ccccc1)C1CCCCC1`?
CCR6 antag: 3; EBI2 block: -5; Jurkat NFkB inh: -13; Apaf-1 inh: 6; UBC13 inh: -4; Gli-Sufu antag: -15; 697 NFkB inh: 4; SENP8 inh: -11

How did Cc1ccc(-n2nc3c(c2NC(=O)c2ccccc2Br)CS(=O)C3)cc1 (stereo not drawn) do in these assays?
CCR6 antag: -2; EBI2 block: 2; Jurkat NFkB inh: 0; Apaf-1 inh: 6; UBC13 inh: -1; Gli-Sufu antag: 0; 697 NFkB inh: 5; SENP8 inh: 1

What do the screens show for `COc1ccc(-c2csc3ncnc(N4CCN(c5ccccc5O)CC4)c23)cc1`?
CCR6 antag: 5; EBI2 block: -4; Jurkat NFkB inh: -1; Apaf-1 inh: 29; UBC13 inh: -15; Gli-Sufu antag: 7; 697 NFkB inh: -50; SENP8 inh: -6

Results for CCOc1cccc2cc(C(N)=O)c(=N)oc12 ?
CCR6 antag: 11; EBI2 block: -9; Jurkat NFkB inh: -13; Apaf-1 inh: 9; UBC13 inh: -6; Gli-Sufu antag: -9; 697 NFkB inh: 9; SENP8 inh: 8

What do the screens show for `CCCCOc1c(Cl)cc(CNC(C)(C)CO)cc1OCC`?
CCR6 antag: 3; EBI2 block: -1; Jurkat NFkB inh: -23; Apaf-1 inh: -16; UBC13 inh: 16; Gli-Sufu antag: 4; 697 NFkB inh: -10; SENP8 inh: -8

What do the screens show for `COc1cccc(NC(=O)Cc2c(O)c3ccccc3[nH]c2=O)c1`?
CCR6 antag: -2; EBI2 block: -12; Jurkat NFkB inh: 6; Apaf-1 inh: -2; UBC13 inh: -3; Gli-Sufu antag: -2; 697 NFkB inh: 22; SENP8 inh: -4

How did Cc1ccc(C(=O)Nc2cccc(NC(=O)c3cccs3)c2)c(C)c1 do in these assays?
CCR6 antag: -7; EBI2 block: -3; Jurkat NFkB inh: 7; Apaf-1 inh: -3; UBC13 inh: 1; Gli-Sufu antag: 4; 697 NFkB inh: 2; SENP8 inh: 2

What do the screens show for `COc1ccc(C2CC(c3cccs3)=NN2C(=O)c2ccc(Br)o2)cc1` (stereo not drawn)?
CCR6 antag: 2; EBI2 block: 11; Jurkat NFkB inh: 9; Apaf-1 inh: 9; UBC13 inh: 12; Gli-Sufu antag: 11; 697 NFkB inh: 20; SENP8 inh: -6

Results for Cc1cc(C)cc(C(=O)Oc2coc(CSc3nnc(NC(=O)C4CC4)s3)cc2=O)c1 ?
CCR6 antag: 16; EBI2 block: 1; Jurkat NFkB inh: 5; Apaf-1 inh: 12; UBC13 inh: 1; Gli-Sufu antag: 10; 697 NFkB inh: -2; SENP8 inh: -9

Results for CC(C)CCNC(=O)NC(=O)CSc1ncccn1 ?
CCR6 antag: -5; EBI2 block: 0; Jurkat NFkB inh: 5; Apaf-1 inh: 12; UBC13 inh: -15; Gli-Sufu antag: -6; 697 NFkB inh: 7; SENP8 inh: -6

How did COc1cc2c(cc1OC)CN(c1ccc(C(N)=O)cc1[N+](=O)[O-])CC2 do in these assays?
CCR6 antag: 4; EBI2 block: -2; Jurkat NFkB inh: 13; Apaf-1 inh: 5; UBC13 inh: -3; Gli-Sufu antag: 22; 697 NFkB inh: -1; SENP8 inh: -2

Pulled by structure from the entries so far:
How did COc1cc2c(cc1OC)CN(c1ccc(C(N)=O)cc1[N+](=O)[O-])CC2 do in these assays?
CCR6 antag: 4; EBI2 block: -2; Jurkat NFkB inh: 13; Apaf-1 inh: 5; UBC13 inh: -3; Gli-Sufu antag: 22; 697 NFkB inh: -1; SENP8 inh: -2

Results for CCOc1cccc2cc(C(N)=O)c(=N)oc12 ?
CCR6 antag: 11; EBI2 block: -9; Jurkat NFkB inh: -13; Apaf-1 inh: 9; UBC13 inh: -6; Gli-Sufu antag: -9; 697 NFkB inh: 9; SENP8 inh: 8

Further results
How did CN(C)c1ccc(NC(=O)COC(=O)c2ccc3c(c2)OCO3)cc1 do in these assays?
CCR6 antag: -6; EBI2 block: -14; Jurkat NFkB inh: 0; Apaf-1 inh: 4; UBC13 inh: 7; Gli-Sufu antag: 30; 697 NFkB inh: 6; SENP8 inh: -7

How did CCCc1cc(=O)oc2c(C)c(OCC(=O)NCCCn3ccnc3)ccc12 do in these assays?
CCR6 antag: 3; EBI2 block: -4; Jurkat NFkB inh: -21; Apaf-1 inh: 14; UBC13 inh: -11; Gli-Sufu antag: -12; 697 NFkB inh: -26; SENP8 inh: 2

What do the screens show for `Cc1ccc(NC(=S)NCCN(C2CCCCC2)C2CCCC2)cc1C`?
CCR6 antag: 25; EBI2 block: -5; Jurkat NFkB inh: -6; Apaf-1 inh: 2; UBC13 inh: -1; Gli-Sufu antag: 3; 697 NFkB inh: -15; SENP8 inh: 0

What do the screens show for `COc1cc(C(=O)N2CCN(C3CCC(C)CC3)CC2)cc(OC)c1OC` (stereo not drawn)?
CCR6 antag: -5; EBI2 block: -2; Jurkat NFkB inh: -16; Apaf-1 inh: 6; UBC13 inh: -3; Gli-Sufu antag: 6; 697 NFkB inh: -15; SENP8 inh: -6

Results for COC(=O)CCc1sc(Nc2ccc(Br)cc2)nc1-c1ccc(OC)cc1 ?
CCR6 antag: 7; EBI2 block: 29; Jurkat NFkB inh: -35; Apaf-1 inh: 21; UBC13 inh: 1; Gli-Sufu antag: 3; 697 NFkB inh: -34; SENP8 inh: -15

How did CSCCC(NC(=O)c1ccco1)C(=O)NNC(=O)c1n[nH]c(=O)c2ccccc12 (stereo not drawn) do in these assays?
CCR6 antag: 2; EBI2 block: -7; Jurkat NFkB inh: -6; Apaf-1 inh: -10; UBC13 inh: 0; Gli-Sufu antag: -26; 697 NFkB inh: 13; SENP8 inh: 0

Results for COc1ccc(C(=O)N2CC3(C)C4CCC3(C)C2(C#N)C4)cc1OC (stereo not drawn) ?
CCR6 antag: -2; EBI2 block: -2; Jurkat NFkB inh: -1; Apaf-1 inh: -17; UBC13 inh: 8; Gli-Sufu antag: 4; 697 NFkB inh: 16; SENP8 inh: 0

How did CC(=O)N1c2ccc(S(=O)(=O)N3CCC(C(=O)N4CCN(c5cccc(C(F)(F)F)c5)CC4)CC3)cc2CC1C (stereo not drawn) do in these assays?
CCR6 antag: 22; EBI2 block: 20; Jurkat NFkB inh: 34; Apaf-1 inh: 17; UBC13 inh: 1; Gli-Sufu antag: 74*; 697 NFkB inh: -16; SENP8 inh: -9
